Screening data: PubChem, National Center for Advancing Translational Sciences (NCATS)
uPA surface inh: inhibitors of cell surface uPA generation | 0.31% of 330,000 active | AID 540303 | cell surface uPA generation assay, qHTS | Potency, µM (top dose mostly 38.3 µM), for the others: at the highest dose activity change, negative = inhibition, hits mostly inhibitors; active means well fitted inhibition curve with a large enough effect; inconclusive means small, poorly fitted or top-dose-only effect; inactive means no such curve, though single readings can be large or run the other way; tested in mouse RAW 264.7 cells; further: potency means the concentration at half of the fitted maximal effect; on the % scale 0 is the no-effect control and ±100 the full control effect; nearly all actives have a fitted effect of over 55% in size
Chronic BCR inh: chronic active BCR signaling inhibition; ABC-DLBCL IkBa-CBG/CBR reporter, luminescence ratio, 4 h; Potency, µM (top dose mostly 46.1 µM), for inactives: top-dose ratio change, negative = lower green/red ratio, actives largely listed as inhibitors; 0.05% of 340,000 active; active means well fitted inhibition curve with a large enough effect in the signal ratio, with a control signal flat, not every such curve was filed as active; inconclusive means small, poorly fitted or top-dose-only effect, or effect the other way, or a change in a side signal; the % refers to the signal ratio;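 further: potency means the concentration at half of the fitted maximal effect; plate controls were basal doxycycline-induced cells for no effect and cells given 10 µM MG132 for full effect; MG132 reads +100%, hits lower the ratio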
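Concentration-response series (up to 46 uM) were applied to TMD8 dual-reporter cells for 4 h at 37C with doxycycline. Green/red ratio, after filter-overlap correction, defined %Activity; red signal alone was normalised to basal cells and zero luminescence.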
TCR act: activators of T cell receptors | primary human leukocytes, anti-CD3, IL-2 HTRF, 48 h | Potency, µM (series often up to 9.22 µM), inactives show at the top dose activation of IL-2 secretion, most hits filed as activators | 330,000 tested, under 10 active | AID 504894; further: % of control where 0% means no effect
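Using a-CD3 beads without co-stimulation, primary human leukocytes were exposed to compounds for 48 hr. An HTRF IL-2 kit measured the cytokine, with europium-to-d2 energy transfer producing emission at 665nm upon 320nm excitation.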
B2AR arrestin: recruits beta-arrestin to the human beta2-adrenergic receptor; Potency, µM (highest dose often 46.1 µM), without a hit: at the highest dose activation, hits mostly activators; AID 492947; beta-arrestin recruitment to beta2AR, cell-based reporter; P07550; 0.02% of 330,000 active;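 further: potency means the concentration at half of the fitted maximal effect; 0% = DMSO controls and full agonism = EC100 isoproterenol or metaproterenol; nearly all actives have a fitted effect of over 65% in size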
TSHR antagonist: human thyrotropin receptor antagonism | P16473 | TSHR-expressing cells, TSH-stimulated cAMP HTRF, 2 h; active compounds read low | activity change, negative = inhibition, % at 11.5 µM | 0.2% of 330,000 active | AID 504810;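 active means activity change below a set negative limit, meaning inhibition stronger than a set level, cut at about -70% in these data; inconclusive means activity change between two set negative limits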; further: on the % scale 0 is the no-effect control and ±100 the full control effect
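TSHR-expressing cells were treated with compounds, then stimulated with TSH at EC80 (4nM final) for 2 hours at 37 deg C. Cellular cAMP was measured by HTRF competition between lysate cAMP and cAMP-d2 for a cryptate-labelled anti-cAMP antibody.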
TSG101-PTAP inh: blocks PTAP/TSG101 interaction to inhibit HIV-1 budding. Q99816. AID 493005. Potency, µM (series often up to 115 µM), inactives show top-dose activity change, negative = inhibition, usual class: inhibitors. 340,000 tested, under 10 active. Fluorescence polarization, FITC-PTAP peptide / Tsg101 binding; active means well fitted inhibition curve with a large enough effect in the main read-out, with a control signal flat, not every such curve was filed as active; inconclusive means small, poorly fitted or top-dose-only effect, or effect the other way, or a change in a side signal; inactive means no such curve, though single readings can be large or run the other way; further: potency means the concentration at half of the fitted maximal effect; % of control where 0% means no effect
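Fluorescence anisotropy tracks displacement of a FITC-tagged PTAP peptide (50 nM) from the Tsg101 binding domain (10 uM), following a 20 min room-temperature incubation at pH 7.5.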
ELG1 repair inh: ELG1-dependent DNA repair inhibition. Potency, µM (top dose mostly 46.1 µM), inactives show at the highest dose activity change, negative = inhibition, actives largely listed as inhibitors. 2.3% of 330,000 active. HEK293T ELG1-luciferase reporter, luminescence, 16 h; DNA damage induced by 5-fluorouridine; further: potency means the concentration at half of the fitted maximal effect; on the % scale 0 is the no-effect control and ±100 the full control effect; nearly all actives have a fitted effect of over 55% in size
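Reporter activity after DNA damage by 5-fluorouridine is monitored. Compound-treated cells incubate 16 hr at 37 °C, then ONE-Glo is added for 30 min before luminescence reading.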
USP2a block: inhibitors of human ubiquitin-specific protease USP2a. Potency, µM (titrated, usually from 38.3 µM), without a hit: at the top dose activity change, negative = inhibition, hits mostly inhibitors. O75604. USP2 core, Ub-CHOP2 coupled fluorogenic reporter, 485/531. 0.01% of 330,000 active;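 further: potency means the concentration at half of the fitted maximal effect; plate controls were DMSO wells for no effect and full inhibition by NEM control for full effect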
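Cell-free coupled assay: 10nM USP2 core preincubated 30min RT with compound in Tris-HCl pH 8.0/CaCl2/CHAPS buffer, then 25nM Ub-CHOP2 and 25nM reporter substrate; fluorescence (Ex 485/Em 531) read after 60min RT, normalized to NEM inhibition, concentration-response curves fitted.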
Tb PFK block: inhibitors of T. brucei phosphofructokinase; O15648; T. brucei PFK, ADP-Glo luminescence; Potency, µM (titrated, usually from 57.5 µM), for inactives: at the top dose activity, negative = inhibition, most hits filed as inhibitors; 0.17% of 330,000 active;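 further: potency means the concentration at half of the fitted maximal effect; 0% = uninhibited 1x PFK enzyme wells and -100% = no-enzyme wells; nearly all actives have a fitted effect of over 60% in size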
Target sequence (O15648 whole entry, looked up): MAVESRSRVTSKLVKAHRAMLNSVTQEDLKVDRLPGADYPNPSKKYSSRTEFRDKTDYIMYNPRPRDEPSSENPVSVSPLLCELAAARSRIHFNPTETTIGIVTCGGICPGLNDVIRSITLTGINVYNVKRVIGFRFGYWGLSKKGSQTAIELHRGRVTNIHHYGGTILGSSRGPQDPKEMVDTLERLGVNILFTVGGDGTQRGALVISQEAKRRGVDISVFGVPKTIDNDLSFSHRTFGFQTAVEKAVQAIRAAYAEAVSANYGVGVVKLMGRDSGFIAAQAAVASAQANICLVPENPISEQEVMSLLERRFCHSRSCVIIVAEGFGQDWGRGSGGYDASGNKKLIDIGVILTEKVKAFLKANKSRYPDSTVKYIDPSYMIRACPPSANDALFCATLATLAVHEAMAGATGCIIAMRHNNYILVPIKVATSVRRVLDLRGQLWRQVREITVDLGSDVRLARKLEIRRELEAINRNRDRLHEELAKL
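In TEA buffer at pH 8.0 with 5 mM MgCl2, enzyme (1.25 nM) converted F6P (0.5 mM) and ATP (0.1 mM) for 45 min at room temperature. ADP product was read by luciferase luminescence.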
Eya2 phos inh: inhibitors of human Eya2 phosphatase activity. O00167. recombinant Eya2, OMFP fluorescence dephosphorylation (OMFP is methylfluorescein phosphate). Potency, µM (doses to about 76.9 µM), without a hit: at the highest dose activity, negative = inhibition, usual class: inhibitors. 0.006% of 330,000 active. AID 488837; further: potency means the concentration at half of the fitted maximal effect; on the % scale 0 is the no-effect control and ±100 the full control effect
Target sequence (O00167 whole entry, looked up): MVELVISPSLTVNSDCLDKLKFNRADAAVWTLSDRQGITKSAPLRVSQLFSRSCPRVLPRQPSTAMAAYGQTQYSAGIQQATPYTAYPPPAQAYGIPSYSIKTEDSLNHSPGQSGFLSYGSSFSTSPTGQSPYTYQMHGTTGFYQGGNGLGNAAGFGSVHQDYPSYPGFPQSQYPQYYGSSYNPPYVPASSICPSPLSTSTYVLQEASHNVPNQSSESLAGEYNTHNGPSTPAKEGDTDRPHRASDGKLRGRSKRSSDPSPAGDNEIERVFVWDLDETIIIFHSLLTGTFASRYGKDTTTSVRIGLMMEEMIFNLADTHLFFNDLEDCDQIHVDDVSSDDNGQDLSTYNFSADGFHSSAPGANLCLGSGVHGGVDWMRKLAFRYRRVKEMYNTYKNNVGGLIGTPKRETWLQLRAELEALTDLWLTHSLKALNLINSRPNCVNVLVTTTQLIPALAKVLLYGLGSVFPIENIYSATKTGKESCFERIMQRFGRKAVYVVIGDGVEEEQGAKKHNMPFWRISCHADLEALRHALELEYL
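Eya2 (0.2 uM) preincubated 10 min at ambient with compound, then OMFP substrate added at 50 uM; 10 min reaction in 50 mM HEPES pH 7.5, 50 mM NaCl, 5 uM MgCl2, 0.05% BSA, 1 mM DTT. Fluorescence read at Ex 485/Em 525 nm.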
Mito fusion yeast: inhibitors of mitochondrial division or activators of mitochondrial fusion; Potency, µM (top dose mostly 46.1 µM), for inactives: top-dose growth rescue (activation), actives largely listed as activators; 0.23% of 320,000 active; S. cerevisiae fusion-defective mutant growth rescue, CellTiterGlo 48 h;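 further: potency means the concentration at half of the fitted maximal effect; % of control where 0% means no effect; nearly all actives have a fitted effect of over 45% in size; temperature-sensitive fusion mutants such as fzo1-1 at 37 °C on non-fermentable ethanol glycerol medium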
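Read-out: ATP-based luminescence (CellTiterGlo, 10 min ambient) reporting growth of fusion-defective ts yeast after 48 hours at 37C on glycerol/ethanol YPEG medium in the presence of compound.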
Starred values were filed as active, the others as inactive; ? = inconclusive; · = no result given; [ ] = another dose, or the depositor's remark. Unless noted, the call rests on the fitted dose curve; in most records, active means well fitted curve in the direction sought with a large enough effect; inconclusive means small, poorly fitted or top-dose-only effect, or another doubt; inactive means no such curve, though single readings can be large; an effect the other way counts as inactive or inconclusive.

SMILES	uPA surface inh	Chronic BCR inh	TCR act	B2AR arrestin	TSHR antagonist	TSG101-PTAP inh	ELG1 repair inh	USP2a block	Tb PFK block	Eya2 phos inh	Mito fusion yeast
O=C(COC(=O)CCC(=O)Nc1nccs1)NCc1ccco1	3%	-1%	3%	-1.0%	-2	-2%	-10%	-2%	6%	-2%	-4%
Cc1cc(NC(=O)COc2ccccc2C)ccc1NC(=O)c1ccco1	0%	?	-40%	0.4%	-9	-4%	-1%	0%	0%	3%	13%
Cc1nc(-c2ccccc2)sc1-c1ccn[nH]1	?	?	2%	0.1%	-6	-2%	?	-2%	-4%	1%	5%
O=C(Nc1ccc(F)cc1)N1CCCN(c2nccc(C(F)(F)F)n2)CC1	-3%	?	-1%	0.0%	-2	0%	?	-1%	0%	13%	5%
Cc1cccc(NCc2ccccc2O)c1C	-4%	5%	-5%	0.0%	7	-3%	15%	1%	-8%	-6%	18%
CSc1nc(N)nc(SCC(=O)Nc2ccc(Cl)cc2)c1C#N	·	14%	-2%	0.3%	-44	-6%	-3%	3%	2%	-7%	8%
CCC(=O)Oc1ccc(C(=O)Nc2c[nH]c(=O)[nH]c2=O)cc1	0%	0%	-4%[46.1 µM]	-0.2%	9	-3%	2%	5%	1%	9%	0%
CCOc1ccc(C(C)=O)cc1N1C(=O)C2C3C=CC(C3)C2C1=O (configuration not stated)	·	?	·	-0.2%	-8	-1%	5%	2%	?	8%	0%
COc1ccc2c(c1OC)C(=O)N(c1ccc(C)cc1)C2	-5%	-13%	6%	-0.4%	2	-1%	?	-4%	-6%	1%	4%
O=C(NCc1csc(-c2cccs2)n1)c1cccc(Cl)c1	-4%	3%	-2%	-0.8%	12	0%	-1%	-2%	-6%	-11%	2%
S=c1[nH]nc(-c2ccccc2)n1Cc1ccccc1	0%	1%	0%	4.1%	-12	-4%	-17%	-2%	-8%	15%	-6%
CC(=O)c1cccc(NC(=O)c2ccc(C(=O)Nc3cccc(C(C)=O)c3)nc2)c1	3%	-4%	·	-0.2%	-1	-1%	-2%	-2%	1%	11%	2%
Cn1c(SCC(=O)c2c(N)n(C)c(=O)n(C)c2=O)nnc1-c1ccccc1	8%	4%	-2%[46.1 µM]	8.2%	41	-6%	26%	5%	-5%	11%	5%
O=C(Cn1c(=O)cnc2ccccc21)Nc1cccc(S(=O)(=O)N2CCOCC2)c1	10%	-4%	-11%	-0.1%	-4	-5%	-5%	2%	-5%	-18%	-4%
O=C(CCc1ccccn1)N1CCCC(Nc2cccc(F)c2)C1 (configuration not stated)	-15%	-1%	0%	0.2%	13	1%	11%	-1%	-6%	2%	1%
COc1ccccc1CC(=O)N1CCC(n2nccc2NC(=O)C2CCOC2)CC1 (configuration not stated)	-1%	?	5%	-0.9%	4	-2%	16%	0%	2%	7%	-3%
CN(C)CCCNC(=S)N(CCO)Cc1cc2cc3c(cc2[nH]c1=O)OCO3	22%	2%	-2%	0.3%	19	-3%	-1%	0%	-7%	-1%	0%
C=CCc1ccccc1Oc1cc(OC)nc(N)n1	-4%	0%	4%	0.2%	-5	-2%	12%	1%	-2%	-2%	7%
OC(CNCCCN1CCCCC1)COc1ccccc1 (configuration not stated)	13%	0%	4%	-0.8%	1	1%	-6%	3%	0%	3%	0%
O=C1CCCC2=C1C(c1ccsc1)CC(=O)N2c1ccccc1F (configuration not stated)	2%	3%	-6%	-0.2%	-12	-2%	-3%	-1%	-2%	16%	7%
CN(C)/C(=N\S(=O)(=O)c1ccccc1)c1ccc(F)cc1	1%	0%	-7%	0.1%	0	-6%	1%	2%	-7%	10%	0%
O=C(O)CCC(NS(=O)(=O)c1ccc(N2CCCC2=O)cc1)C(=O)O (configuration not stated)	1%	11%	6%	-0.1%	2	-3%	?	2%	-1%	2%	10%
CSc1ccccc1C(=O)C1CCCN(C(=O)CCN2CCCO2)C1 (configuration not stated)	-9%	-2%	1%	-0.3%	-2	-1%	10%	2%	4%	-12%	0%
CCc1cccc2c(C(=O)COC(=O)c3nn(C)c(=O)c4ccccc34)c[nH]c12	2%	4%	-2%	0.2%	-20	-6%	?	-8%	-3%	6%	-2%
Cc1cc(C)cc(NS(=O)(=O)c2cnc(Cl)c(Cl)c2)c1	4%	20%	-3%	-0.8%	-1	-4%	-4%	1%	-1%	-9%	25%

Later entries.
SMILES	uPA surface inh	Chronic BCR inh	TCR act	B2AR arrestin	TSHR antagonist	TSG101-PTAP inh	ELG1 repair inh	USP2a block	Tb PFK block	Eya2 phos inh	Mito fusion yeast
CCOC(=O)C(C(=O)Nc1ccccc1)C1CCCCC1 (configuration not stated)	2%	1%	4%	-0.2%	-7	-7%	0%	1%	4%	-6%	4%
Nc1nc(SCC(=O)NCc2ccccc2)[nH]c(=O)c1NC(=O)c1ccccc1F	-2%	0%	-15%[46.1 µM]	-0.7%	-3	2%	7%	1%	0%	3%	-1%
C[C@H](CCC(=O)O)[C@H]1CC[C@H]2[C@@H]3C(=O)C[C@@H]4CC(=O)CC[C@]4(C)[C@H]3CC(=O)[C@]12C	6%	4%	0%	0.2%	17	0%	2%	3%	-2%	2%	-3%
Cc1ccccc1C(=O)NCCSc1ccccc1	6%	-20%	-1%	0.0%	7	-2%	?	0%	-4%	0%	6%
CCCCc1cc(=O)oc2cc(OCC(=O)NCc3ccccn3)c(Cl)cc12	4%	?	-7%	-0.2%	-2	-2%	16%	3%	0%	2%	1%
CN(CC(=O)Nc1ccccc1Cl)C(=O)CSC(=S)N1CCCC1	-3%	-6%	1%	0.0%	6	0%	10%	3%	0%	12%	-1%
O=C(OCCOc1ccccc1F)c1cccc(S(=O)(=O)N2CCOCC2)c1	-3%	4%	0%	0.3%	-6	0%	-3%	0%	2%	-11%	4%
COc1ccc(Cc2nnc(SCC(=O)Nc3cc(Cl)ccc3OC)[nH]c2=O)cc1	3%	13%	-5%	0.0%	-11	-5%	10%	4%	0%	-2%	-9%
Cc1ccc(S(=O)(=O)N2CCC(C)CC2)cc1C(=O)NCc1ccccn1	3%	3%	0%	-0.7%	1	3%	0%	0%	4%	16%	12%

2 compounds drawn at random from the list so far:
SMILES	uPA surface inh	Chronic BCR inh	TCR act	B2AR arrestin	TSHR antagonist	TSG101-PTAP inh	ELG1 repair inh	USP2a block	Tb PFK block	Eya2 phos inh	Mito fusion yeast
O=C(OCCOc1ccccc1F)c1cccc(S(=O)(=O)N2CCOCC2)c1	-3%	4%	0%	0.3%	-6	0%	-3%	0%	2%	-11%	4%
CCOC(=O)C(C(=O)Nc1ccccc1)C1CCCCC1 (configuration not stated)	2%	1%	4%	-0.2%	-7	-7%	0%	1%	4%	-6%	4%

Eight structures out of the list, sorted by heavy-atom count, smallest number first.
SMILES	uPA surface inh	Chronic BCR inh	TCR act	B2AR arrestin	TSHR antagonist	TSG101-PTAP inh	ELG1 repair inh	USP2a block	Tb PFK block	Eya2 phos inh	Mito fusion yeast
Cc1ccccc1C(=O)NCCSc1ccccc1	6%	-20%	-1%	0.0%	7	-2%	?	0%	-4%	0%	6%
Cc1cc(C)cc(NS(=O)(=O)c2cnc(Cl)c(Cl)c2)c1	4%	20%	-3%	-0.8%	-1	-4%	-4%	1%	-1%	-9%	25%
CCOC(=O)C(C(=O)Nc1ccccc1)C1CCCCC1 (configuration not stated)	2%	1%	4%	-0.2%	-7	-7%	0%	1%	4%	-6%	4%
CN(CC(=O)Nc1ccccc1Cl)C(=O)CSC(=S)N1CCCC1	-3%	-6%	1%	0.0%	6	0%	10%	3%	0%	12%	-1%
Cc1ccc(S(=O)(=O)N2CCC(C)CC2)cc1C(=O)NCc1ccccn1	3%	3%	0%	-0.7%	1	3%	0%	0%	4%	16%	12%
CCCCc1cc(=O)oc2cc(OCC(=O)NCc3ccccn3)c(Cl)cc12	4%	?	-7%	-0.2%	-2	-2%	16%	3%	0%	2%	1%
CCc1cccc2c(C(=O)COC(=O)c3nn(C)c(=O)c4ccccc34)c[nH]c12	2%	4%	-2%	0.2%	-20	-6%	?	-8%	-3%	6%	-2%
COc1ccc(Cc2nnc(SCC(=O)Nc3cc(Cl)ccc3OC)[nH]c2=O)cc1	3%	13%	-5%	0.0%	-11	-5%	10%	4%	0%	-2%	-9%
